# PME-1 inh: PME-1 (human) inhibition. inhibition, % at 5.9 µM. 0.53% of 320,000 active. AID 2130. Q9Y570. recombinant PME-1, FP-Rh probe fluorescence polarization;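 active = inhibition above the campaign mean of all compounds plus 3 SD, cut at about 26% in these data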;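 also: competitive labeling of PME-1 active site by serine hydrolase directed probe; 0% = PME-1 with DMSO and 100% = wells lacking PME-1 enzyme; inhibitors block probe labeling so polarization falls and inhibition rises; many of its hits are not listed in these tables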
# Fam108B inh: blocks mouse Fam108B hydrolase in RBBP9 counter-screen. recombinant Fam108B, FP-Rh probe fluorescence polarization. inhibition, % at 9.51 µM. 0.33% of 300,000 active. AID 1947;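 active = inhibition above the screen mean inhibition plus 3 SD, computed separately per campaign, cut at about 18% in these data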;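 also: inhibitors lower polarization as less probe binds the enzyme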
# MCL1-BIM inh: inhibitors of human MCL1 binding to BIM-BH3 peptide; inhibition, % at 10.9 µM; Q07820; GST-MCL1 / FITC-Bim-BH3 fluorescence polarization; 0.68% of 320,000 active;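 active = inhibition above the mean inhibition of all tested compounds plus 3 SD, set per campaign, cut at about 40% in these data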;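 also: 0% = DMSO wells and 100% = unlabeled Bim-BH3 peptide control; higher means more loss of mP so more displacement of Bim peptide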
# Target sequence (Q07820 whole entry, looked up): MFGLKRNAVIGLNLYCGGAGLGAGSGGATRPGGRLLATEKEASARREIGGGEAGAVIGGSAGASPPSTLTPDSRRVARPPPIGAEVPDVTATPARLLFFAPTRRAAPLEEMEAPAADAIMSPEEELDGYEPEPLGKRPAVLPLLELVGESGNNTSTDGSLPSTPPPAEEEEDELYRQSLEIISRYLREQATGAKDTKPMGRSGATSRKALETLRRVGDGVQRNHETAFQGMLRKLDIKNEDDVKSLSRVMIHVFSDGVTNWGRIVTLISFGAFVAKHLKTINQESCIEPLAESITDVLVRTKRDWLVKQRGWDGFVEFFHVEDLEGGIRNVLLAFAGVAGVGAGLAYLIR
# MEX-5 binding: C. elegans MEX-5 TCR-2 RNA binding activity | MEX-5/FITC-TCR2 RNA binding, fluorescence polarization; stronger effect = lower value | AID 1832 | Q9XUB2 | 0.38% of 300,000 active | activity score (negative = inhibition of binding), % at 10 µM;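 active = inhibition past about -25% in most replicates, and total fluorescence under double the plate's negative control median, limit read from the data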;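 also: 0% = DMSO and -100% = 5 µM competing unlabeled TCR2 RNA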
# Target sequence (Q9XUB2 whole entry, looked up): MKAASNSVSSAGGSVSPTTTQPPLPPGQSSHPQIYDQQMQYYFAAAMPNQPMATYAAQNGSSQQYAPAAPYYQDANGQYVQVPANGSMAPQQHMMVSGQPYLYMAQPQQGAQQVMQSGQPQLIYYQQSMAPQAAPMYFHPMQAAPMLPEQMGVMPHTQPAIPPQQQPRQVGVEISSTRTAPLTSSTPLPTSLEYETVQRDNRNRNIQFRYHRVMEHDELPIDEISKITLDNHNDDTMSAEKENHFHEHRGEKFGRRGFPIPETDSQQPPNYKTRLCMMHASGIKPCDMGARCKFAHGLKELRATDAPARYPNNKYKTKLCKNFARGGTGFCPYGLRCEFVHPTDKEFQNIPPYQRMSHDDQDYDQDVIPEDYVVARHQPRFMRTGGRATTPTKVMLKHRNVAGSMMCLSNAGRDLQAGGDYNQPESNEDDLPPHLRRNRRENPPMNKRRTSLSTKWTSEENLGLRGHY
# pPAFAH inh: inhibitors of human plasma PAF acetylhydrolase (pPAFAH) | Q13093 | recombinant pPAFAH, FP-rhodamine probe fluorescence polarization | inhibition, % at 3.39 µM | 1.5% of 330,000 active;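 active = inhibition above the mean inhibition across the screen plus 3 SD, cut at about 25% in these data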;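 also: inhibitors block binding of the rhodamine activity-based probe so polarization drops; 0% = enzyme with DMSO and 100% = wells lacking pPAFAH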
# Bcl-xL primary: blocks human Bcl-xL binding to Bim BH3 peptide; GST-Bcl-xL / FITC-Bim BH3 peptide fluorescence polarization; inhibition, % at 10.9 µM; 0.7% of 320,000 active;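 active = inhibition above the mean of all tested compounds plus 3 SD, cutoff set per campaign, cut at about 30% in these data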;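 also: 0% = DMSO wells and 100% = unlabeled Bim-BH3 peptide competitor; inhibitors lower millipolarization by displacing the labeled peptide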
# Target sequence (Q07817 whole entry, looked up): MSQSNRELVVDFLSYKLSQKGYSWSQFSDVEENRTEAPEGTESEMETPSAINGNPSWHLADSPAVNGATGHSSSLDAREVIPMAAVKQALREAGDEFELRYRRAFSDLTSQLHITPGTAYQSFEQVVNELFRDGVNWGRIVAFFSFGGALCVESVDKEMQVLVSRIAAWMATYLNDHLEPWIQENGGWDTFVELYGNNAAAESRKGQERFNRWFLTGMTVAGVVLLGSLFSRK
# AHR act: activates the human aryl hydrocarbon receptor; 2.5% of 320,000 active; AHR-responsive luciferase reporter cells, luminescence; activation, % at 5 µM; in the data active = activation above about 47%;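 also: 0% = vehicle wells and 100% = reference agonist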
# GLD-1 RNA inh: GLD-1-TGE RNA interaction inhibition (C. elegans); Q17339; purified GLD-1 + fluorescein TGE RNA, fluorescence polarization; inhibition, % at 5.96 µM; 0.44% of 320,000 active; AID 2280;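 active = percent inhibition above a per-plate cutoff, the plate mean of test compounds plus 3 SD, cut at about 30% in these data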;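 also: 0% = DMSO wells with GLD-1 and probe and 100% = wells lacking GLD-1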
# PAFAH1B2 inh: blocks human PAF acetylhydrolase 1b catalytic subunit 2 | P68402 | recombinant PAFAH1B2, FP-rhodamine activity probe, fluorescence polarization | inhibition, % at 3.39 µM | 1.2% of 340,000 active | AID 492953;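 active = inhibition above the mean of all tested compounds plus 3 SD, cut at about 24% in these data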;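 also: 0% = enzyme with DMSO and 100% = wells lacking PAFAH1B2; many of its hits are not listed in these tables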
# * marks the source's active call; other numbers are inactive results; x = no result given.
nr	molecule	Fam108B inh	GLD-1 RNA inh	PAFAH1B2 inh	Bcl-xL primary	MCL1-BIM inh	MEX-5 binding	PME-1 inh	AHR act	pPAFAH inh
1	CCOc1cc(/C=C2/NC(=O)N(CC(=O)Nc3cccc(C)c3)C2=O)ccc1O	1.0	-2.0	0.0	3.8	5.8	-1.0	-1.8	0.2	0.5
2	CCCCn1c(N)c(N(CC(C)C)C(=O)C2CCN(c3ncnc4sc(C)c(C)c34)CC2)c(=O)[nH]c1=O	-2.7	-2.2	0.0	-3.3	-2.4	3.5	-1.7	-3.9	2.0
3	O=C(NCc1ccco1)c1cc2sccc2n1Cc1ccccc1	-6.5	-0.1	-3.2	-0.6	-1.0	1.8	-1.6	0.0	5.4
4	CCOC(=O)c1nnc(-c2ccccc2)nc1N1CCSCC1	-4.4	3.8	-0.6	-1.2	0.1	0.3	-4.5	39.9	6.7
5	O=C(Nc1ccc(F)cc1)c1ccc(-n2cncn2)c([N+](=O)[O-])c1	0.8	3.3	-2.7	3.3	-3.6	-0.6	3.4	-4.7	3.2
6	CC(C)CCNC(=O)Cc1csc(-c2ccccc2)n1	-2.3	5.8	-0.8	-1.7	-4.6	1.3	-2.8	5.6	6.6
7	O=C(O)CN=C1CC(c2ccccc2)CC(=O)/C1=C(/O)CCCN1C(=O)c2ccccc2C1=O (stereo unspecified)	0.3	3.0	x	1.8	4.2	-1.0	-5.8	0.3	-8.3
8	CC(C)n1c(SCC(=O)Nc2ccc(N3CCOCC3)cc2)nnc1-c1ccco1	-1.9	2.1	2.5	-1.1	-7.3	0.1	-6.2	2.9	-4.1
9	CCOc1ccc(-c2cc(CCCC(=O)NCc3cccnc3)no2)cc1	2.1	1.1	-1.3	2.4	3.9	3.9	-1.6	7.5	5.3
10	Cc1ccc(S(=O)(=O)Oc2ccc3c(c2)O/C(=C\c2cccnc2)C3=O)cc1	1.0	7.6	17.8	3.7	10.4	-0.3	-3.9	-1.4	2.2
11	Cc1ccc(C#N)c(SCc2ccccc2F)n1	-1.6	-0.8	x	10.2	5.2	1.9	-0.9	-3.4	2.4
12	O=C(N/N=C\c1ccc(COc2ccc([N+](=O)[O-])cc2)o1)c1cccc(Cl)c1	12.6	-6.8	8.4	0.8	5.7	-0.2	35.6*	1.1	1.6
13	COc1cccc(Nc2cc(C)nc3nc(C)nn23)c1	3.8	0.9	4.1	-1.1	-0.7	-1.7	0.0	4.6	8.1
14	Clc1ccc(C2=Nn3c(nnc3-c3cc(-c4ccccc4)n[nH]3)SC2)cc1	-18.7	8.6	-1.2	-4.4	-3.3	-3.8	-24.1	8.2	-6.8
15	CCCCSc1nc2c(cnn2-c2ccccc2)c(=O)n1N	-2.7	-2.0	2.7	-17.7	-15.5	1.9	2.1	-9.9	0.8

# Further entries follow:
nr	molecule	Fam108B inh	GLD-1 RNA inh	PAFAH1B2 inh	Bcl-xL primary	MCL1-BIM inh	MEX-5 binding	PME-1 inh	AHR act	pPAFAH inh
16	Cc1ccc2c(c1)c1c(n2CC(O)CN2CCCCC2C)CCCC1 (stereo unspecified)	3.6	-0.4	2.9	1.7	-2.0	-5.7	1.6	2.1	10.8
17	CCNC(=S)NC1CC2CCCC(C1)N2Cc1ccc(C)cc1 (stereo unspecified)	1.3	7.9	5.6	3.6	6.5	0.9	1.5	-0.9	4.7
18	O=C(Nc1cccnc1Cl)C1CCCN(c2ncnc3c2nc2n3CCCCC2)C1 (stereo unspecified)	-0.2	-2.3	2.1	2.6	-4.1	-1.6	-5.1	5.8	2.6
19	NS(=O)(=O)c1ccc(CNC(=O)CCS(=O)(=O)Cc2ccccc2)cc1	1.1	-4.8	7.7	0.3	7.5	0.1	4.7	1.5	2.4
20	COc1ccc(Cc2nnc(NC(=O)Nc3ccc(F)cc3)s2)cc1	-3.6	0.2	0.2	1.5	2.9	2.4	-4.1	3.3	-1.8
21	Cc1c(C(=O)NN2CCOCC2)oc2c1ccc1ccccc12	3.0	-5.8	4.6	1.8	4.7	-1.7	3.4	8.1	2.8
22	CC(=O)Nc1cccc(NC(=O)CSc2nnc(NC(=O)c3ccco3)s2)c1	-2.2	0.9	1.5	0.8	0.1	-2.8	-4.0	0.0	7.0
23	O=C(CNc1ccccc1)N/N=C/c1cn(-c2ccccc2)nc1-c1ccccc1	7.2	3.9	-2.3	4.2	4.4	1.9	6.6	1.6	9.8
24	O=C(NNc1cc(N2CCCC2)nc(N2CCCC2)n1)c1ccc([N+](=O)[O-])cc1	-0.8	-3.2	3.3	1.0	3.5	-0.8	-5.9	13.9	8.2
25	CCCc1cc(-c2n[nH]c(=S)n2CC)c2ccccc2n1	-2.3	0.9	0.1	1.8	1.8	2.3	-8.4	0.1	-0.2
26	CN(C)S(=O)(=O)Oc1ccsc1C(=O)Nc1cccc(Cl)c1Cl	-4.1	1.9	2.8	2.4	4.3	-1.2	-9.3	60.1*	1.5
27	COc1ccccc1NC(=O)/C(C#N)=C/c1cccn1C	-3.1	-5.2	2.1	-1.5	0.4	-0.3	-3.2	7.9	4.3
28	CCOc1cccc2cc(C(=O)Nc3cc(C)on3)c(=O)oc12	-2.1	6.6	4.7	8.4	6.1	-0.9	3.4	0.8	-0.9
29	Cc1cc2c3nonc3ccc2n1C	-2.7	2.2	1.6	2.5	-3.6	0.1	0.3	-4.4	-3.7
30	COc1nc(OCCNC(C)=O)nc(N(C)C)n1	6.0	-3.3	4.4	-5.5	-7.6	1.9	4.6	-4.0	6.4

# A section from further up:
nr	molecule	Fam108B inh	GLD-1 RNA inh	PAFAH1B2 inh	Bcl-xL primary	MCL1-BIM inh	MEX-5 binding	PME-1 inh	AHR act	pPAFAH inh
6	CC(C)CCNC(=O)Cc1csc(-c2ccccc2)n1	-2.3	5.8	-0.8	-1.7	-4.6	1.3	-2.8	5.6	6.6
7	O=C(O)CN=C1CC(c2ccccc2)CC(=O)/C1=C(/O)CCCN1C(=O)c2ccccc2C1=O (stereo unspecified)	0.3	3.0	x	1.8	4.2	-1.0	-5.8	0.3	-8.3
8	CC(C)n1c(SCC(=O)Nc2ccc(N3CCOCC3)cc2)nnc1-c1ccco1	-1.9	2.1	2.5	-1.1	-7.3	0.1	-6.2	2.9	-4.1
9	CCOc1ccc(-c2cc(CCCC(=O)NCc3cccnc3)no2)cc1	2.1	1.1	-1.3	2.4	3.9	3.9	-1.6	7.5	5.3
10	Cc1ccc(S(=O)(=O)Oc2ccc3c(c2)O/C(=C\c2cccnc2)C3=O)cc1	1.0	7.6	17.8	3.7	10.4	-0.3	-3.9	-1.4	2.2
11	Cc1ccc(C#N)c(SCc2ccccc2F)n1	-1.6	-0.8	x	10.2	5.2	1.9	-0.9	-3.4	2.4
12	O=C(N/N=C\c1ccc(COc2ccc([N+](=O)[O-])cc2)o1)c1cccc(Cl)c1	12.6	-6.8	8.4	0.8	5.7	-0.2	35.6*	1.1	1.6
13	COc1cccc(Nc2cc(C)nc3nc(C)nn23)c1	3.8	0.9	4.1	-1.1	-0.7	-1.7	0.0	4.6	8.1
14	Clc1ccc(C2=Nn3c(nnc3-c3cc(-c4ccccc4)n[nH]3)SC2)cc1	-18.7	8.6	-1.2	-4.4	-3.3	-3.8	-24.1	8.2	-6.8
15	CCCCSc1nc2c(cnn2-c2ccccc2)c(=O)n1N	-2.7	-2.0	2.7	-17.7	-15.5	1.9	2.1	-9.9	0.8

# Continuation:
nr	molecule	Fam108B inh	GLD-1 RNA inh	PAFAH1B2 inh	Bcl-xL primary	MCL1-BIM inh	MEX-5 binding	PME-1 inh	AHR act	pPAFAH inh
31	O=C(NCCCN1CCN(CCCNC(=O)c2ccc(F)cc2)CC1)c1ccc(F)cc1	-4.4	6.0	1.7	-0.8	-3.0	0.3	-1.1	-2.4	-5.0
32	O=C(CN1CCc2ccccc2C1)Nc1ccccc1C(=O)NC1CC1	x	1.4	3.0	4.5	15.3	x	-0.3	4.1	-1.0
33	O=C(O)c1ccc(N=Nc2c(-c3ccccc3)[nH]oc2=O)cc1	2.9	-4.9	-3.4	3.9	10.2	-1.6	2.8	1.2	4.7
34	COc1ccc(-c2nnc3ccc(SCC(=O)NCc4ccco4)nn23)cc1OC	-1.7	1.9	-1.3	6.9	5.7	-0.8	1.8	3.9	3.4
35	CCN(CC(=O)NCCC1=CCCCC1)S(=O)(=O)c1ccccc1	0.3	4.8	6.3	1.5	1.7	4.3	9.7	0.7	3.2
36	COc1cccc(CN(C)C(=O)CC2C(=O)NCCN2C2Cc3ccccc3C2)c1 (stereo unspecified)	-2.4	4.7	4.3	8.1	2.6	0.8	4.7	1.0	1.2
37	C[C@H](CO)N1C[C@H](C)[C@@H](CN(C)Cc2ccc3c(c2)OCO3)Oc2c(NC(=O)C3CC3)cccc2C1=O	x	3.0	1.0	x	x	x	x	3.7	-2.1
38	COc1cc(CNCCc2ccccc2)ccc1OCc1ccc(Cl)nc1	0.8	5.4	3.8	-0.1	3.6	-1.6	2.0	-3.2	-3.0
39	Cc1ccc(NC(=O)c2ccc(S(=O)(=O)NCC3CCCO3)cc2)cc1 (stereo unspecified)	1.4	-0.9	0.8	0.4	-5.1	-2.6	-1.1	-0.8	5.5
40	COc1ccc(Nc2cc(C(=O)NCc3ccco3)c3ccccc3n2)cc1	2.7	-1.9	x	-0.6	-2.0	-0.6	3.1	13.4	1.0
41	O=C(NCc1ccccc1)c1ccc(OCC2CCCO2)cc1 (stereo unspecified)	5.9	0.8	-0.6	3.3	0.6	0.1	-2.6	3.0	12.6
42	C/C(=N\NC(=O)C1CC1)c1ccc(OC(F)F)cc1OC(F)F	1.9	-1.7	-0.3	3.1	6.1	1.6	-3.5	2.1	3.4
43	C=CCNC(=O)COC(=O)c1ccc(C)c(NC(=O)c2ccco2)c1	-1.1	1.6	4.8	3.5	-3.7	0.7	-0.9	2.9	1.2
44	COc1ccc(C(=O)N/N=C(\C)c2ccccn2)cc1OC	1.4	8.4	5.1	3.9	11.8	0.6	-3.5	9.3	1.8
45	Cc1ccc(CN2CCN(Cc3nc4c(s3)CCCC4)CC2CCO)cc1 (stereo unspecified)	-0.6	-1.1	4.5	6.5	-1.8	3.8	-1.8	1.6	-5.5

# Following part
nr	molecule	Fam108B inh	GLD-1 RNA inh	PAFAH1B2 inh	Bcl-xL primary	MCL1-BIM inh	MEX-5 binding	PME-1 inh	AHR act	pPAFAH inh
46	COC(=O)Cc1ccc(NC(=O)c2ccc3c(c2)C(=O)N(CC2CCCO2)C3=O)cc1 (stereo unspecified)	-1.5	3.6	2.6	7.0	-0.5	1.9	0.5	-2.8	6.7
47	COc1ccc(S(=O)(=O)N(CC(=O)N2CCN(C)CC2)C2CCCCC2)cc1OC	-2.8	-2.3	-2.0	3.3	7.1	-0.6	-3.8	1.3	4.7
48	Cc1cc(C)c(NC2=NS(=O)(=O)c3ccccc32)c(C)c1	1.7	0.9	0.3	-5.2	-7.5	-0.4	-4.6	5.7	3.4
49	Cc1cc(C)c(C(=O)N2CCCC(CNS(=O)(=O)c3cccs3)C2)o1 (stereo unspecified)	0.8	0.9	-6.6	2.2	5.0	-3.4	8.8	-0.8	8.7
50	Cc1ccc(C)c(OCCCCCn2ccnc2)c1	1.7	6.7	5.0	8.6	7.8	-0.4	-3.8	10.3	2.5
51	CN(C(=O)COC(=O)CSc1ccc([N+](=O)[O-])cc1)c1ccccc1	x	0.6	21.5	4.8	9.3	x	2.0	0.1	24.2
52	CCc1nc(CNC(=O)C2CCC(=O)N(CCc3cccc(F)c3)C2)no1 (stereo unspecified)	-3.9	-6.7	-8.2	3.4	0.3	1.1	1.6	5.1	-0.8

# These rows are one share of the data, so the mix of outcomes need not match the whole.
